Cav3 T inh – Cav3.2 calcium influx blockers – cell-based, Fluo-4 calcium fluorescence, FDSS, MLSMR library, primary screen; Voltage-dependent T-type calcium channel subunit alpha-1H (Homo sapiens), O95180; Cav3.2-expressing cells; stronger effect = lower value; B-score at 10 µM; 100,000 compounds, 4% hits; AID 449739, 2010;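 active means single-dose well whose peak fluorescence ratio is a statistical outlier from its plate by either plate-standardised score or position-corrected B-score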
Numbers without * were called inactive. These rows are one share of the data; rates above refer to the full screens.

SMILES	Cav3 T inh
CCc1nnc(NC(=O)C2Cc3ccccc3CN2S(=O)(=O)c2cccs2)s1 (stereo not given)	-0.137
COc1cccc(C2NC(=O)NC(O)(C(F)(F)F)C2C(=O)c2cccnc2)c1OC (stereo not given)	1.29
C=CCNC(=O)c1ccc2nc(-c3ccccc3)c(-c3ccccc3)nc2c1	-0.926
COC(=O)CN(c1ccccc1C)S(C)(=O)=O	1.29
CC(C)n1nc(C(=O)NCCc2ccc(S(N)(=O)=O)cc2)c2ccccc2c1=O	0.545
Cc1occc1-c1nnc(SCC(=O)c2cc3ccccc3oc2=O)o1	-0.00298
Cn1c(=O)cc(OCCCC(=O)NCc2ccc3c(c2)OCO3)c2ccccc21	0.988
O=C(N/C(=C\c1ccco1)C(=O)N1CCCC1)c1cccs1	0.51
COc1cccc(-c2cc(C(F)(F)F)nc(-n3cncn3)n2)c1	0.386
COc1ccccc1-n1c(=O)c2c3c(sc2n2c(SC)nnc12)CCC3	2.18
CNC(=S)NNC(=O)COc1ccccc1C	0.277
O=C(COc1ccc(Cl)cc1)NCCC1=CCCCC1	-2.12
Cc1[nH]c2ccccc2c1C(=O)CN1CCC(C(N)=O)(N2CCCCC2)CC1	1.11
O=C(/C=C/c1ccccc1)c1ccoc1	0.685
Oc1ccc(-c2csc(NCc3ccco3)n2)cc1	-0.584
CC(O)[C@H]1CNC(=O)C(=O)N1CCCCC1CCCCC1 (stereo not given in full)	0.655
CCn1nc(C)c(/C=N/NC(=O)c2ccc3c(c2)c(C)c(C)n3Cc2ccccc2)c1C	-6.15*
Cc1cccc(OCc2nc(C#N)c(NCc3ccc4c(c3)OCO4)o2)c1	-6.8*
Cc1ccc(C)c(-n2nnnc2SCC(=O)Nc2c(C)n(C)n(-c3ccccc3)c2=O)c1	-0.0315
O=C(Cc1csc(Nc2nc(=S)[nH]c3ccccc23)n1)NCc1ccc(Cl)cc1	-0.397
O=C(CNC1=NCCC1)c1ccc2c(c1)OCCO2	-0.276
CCOc1ccc(Nc2nc3c(c(=O)[nH]2)CCC3)cc1	-0.541
O=c1cc(-c2ccccc2)[nH]n1-c1nc2ccccc2[nH]1	-5.64*
Cc1ccc(C)c(NC(=S)NCc2ccc3[nH]c4c(c3c2)CCCC4)c1	-2.15
COC(=O)NNC(=O)c1cccc(C)c1	0.608

Next entries:
SMILES	Cav3 T inh
CCOC(=O)N1CCN(c2nc(C)c3c(n2)CCCC3=O)CC1	0.334
COc1ccc(C(O)(C(=O)NNc2ccc(C)cc2)c2cccs2)cc1 (stereo not given)	-0.136
C=CCn1c(SCc2ccc(C#N)cc2)nnc1-c1ccccc1	-1.55
CCC(=O)N1CC2(CC(c3cccc([N+](=O)[O-])c3)=NO2)C[C@H]1C(=O)NCC(N)=O (stereo not given in full)	0.795
CN1CCC(=NNC(=O)C(=O)NCc2ccccc2)CC1	0.718
C=CCn1c(SCC(=O)NC(=O)NC2CCCC2)nnc1C1CCCCC1	0.638
O=C(NCc1nc2ccccc2[nH]1)C1=C[C@H](C2CCCCC2)C[C@H](OCc2ccc(CO)cc2)O1	-0.975
COCCn1c(CN2CCC(Cc3ccccc3)CC2)nc2c1c(=O)n(C)c(=O)n2C	1.16
COc1ccc(C2=CC(=O)CCC2)cc1	1.23
CC(C)Cn1c(=O)c2c(nc3n2CCCN3CCc2ccccc2)n(C)c1=O	0.745
CC1=C(C(=O)Nc2ccccc2)C(c2ccc(C(C)C)cc2)N2C(=O)CSC2=N1 (stereo not given)	-1.66
Cc1cc(C(=O)CN2C(=O)c3cccc(N)c3C2=O)c(C)n1Cc1cccs1	-1.05
CCn1cc(C(=O)NCCOC)c(=O)c2ccc(C)nc21	0.392
CC1(C)CC(=O)c2sc(NC(=O)C3COc4ccccc4O3)nc2C1 (stereo not given)	-0.0337
Cc1cc(C)cc(NC(=O)C2CCCN(c3nc(C)cc(C)n3)C2)c1 (stereo not given)	-0.372
Cc1oc2c(CN3CCOCC3)c(O)ccc2c(=O)c1-c1ccccc1	0.326
O=C(Cn1c(-c2cscn2)nc2ccccc21)Nc1ccc2ccccc2c1	-4.8*
Cc1noc2ncnc(Sc3ccccc3Cl)c12	-0.137
COc1cccc(C2CC(=O)N3CN(c4cccc(Cl)c4C)CSC3=C2C#N)c1OC (stereo not given)	-2.13
COc1ccc(-c2csc(Cc3nnc(N4CCOCC4)n3-c3ccccc3)n2)cc1OC	0.535
COc1c(F)cc2[nH]c3c(c2c1F)CCNC3=O	0.195
CCn1c(C(=O)N2CCCC(C(=O)NCCCc3ccccc3)C2)cc2sccc21 (stereo not given)	-2.88
COc1ccc(NC(=O)c2coc3ccccc23)cc1OC	-0.0358
CC(C)(C)OC(=O)[C@H](Cc1ccccc1)NC(=O)c1[nH]cnc1C(=O)Nc1cccc(Cl)c1	-0.103
CCCC(C)NCC(=O)Nc1ccccc1-c1ccccc1 (stereo not given)	-0.00356

(list continues)
SMILES	Cav3 T inh
O=C(Oc1ccc([N+](=O)[O-])cc1)c1cc(-c2ccccc2)nc2ccccc12	-1.61
COCCNC(=O)CN(c1ccccc1OC)S(C)(=O)=O	1.2
O=C1N(O)C2(C=CCCC2)/C(=N\O)C12CCCCC2 (stereo not given)	0.43
CC(C)C[C@H](NC(=O)c1[nH]cnc1C(=O)Nc1ccc(CNC(=O)OC(C)(C)C)cc1)C(=O)OC(C)(C)C	-0.45
CCOc1ccc(Nc2ncnc(N)n2)cc1	1.49
O=P(CCNCc1ccco1)(c1ccccc1)c1ccccc1	0.0202
CC(C)C(=O)Nc1nnc(CCc2nnc(NC(=O)C(C)C)s2)s1	1.03
O=C(CSc1n[nH]c(-c2cccnc2)n1)Nc1ccccc1	1.11
COc1ccc(Cc2nn3c(Cn4nnc5ccccc54)nnc3s2)cc1	0.326
Cc1cccc2cc(CN(Cc3ccc(F)cc3)C(=O)C(F)(F)F)c3nnnn3c12	0.424
COCCn1c(C)cc(C(=O)COC(=O)c2ccc(NC(=O)CC#N)cc2)c1C	0.0782
Fc1ccc(C(c2nnnn2C2CCCC2)N(Cc2ccco2)CC2CCCO2)cc1 (stereo not given)	-3.96*
COc1cccc(NC(=O)CCS(=O)(=O)c2cccs2)c1	1.12
CCN(CC)C(=O)CC(c1ccc(N(C)C)cc1)c1c(O)cc(OC)cc1OC (stereo not given)	0.185
O=C(Nc1ccccc1)N1CCc2ccccc21	0.609
COc1ccc(NC(=O)COC(=O)CCCc2c[nH]c3ccccc23)cc1	-0.00144
CSCCC1NC(=O)N(CC(=O)Nc2c(Cl)cc(Cl)cc2Cl)C1=O (stereo not given)	0.767
Cc1ccccc1N(CC(=O)NCCSC1CCCCC1)S(=O)(=O)c1ccccc1	-6.02*
O=C(NC1CCS(=O)(=O)C1)c1c(NC(=O)C2COc3ccccc3O2)sc2c1CCCC2 (stereo not given)	0.114
Cc1ccc(-c2ccc(NC(=O)C3C4C=CC(C4)C3C(=O)O)cc2)o1 (stereo not given)	0.0225
C=CCOC(=O)CN1C(=O)c2ccccc2C1=O	0.451
Cc1nnc(SCC(=O)c2cc(C)n(-c3c(C)n(C)n(-c4ccccc4)c3=O)c2C)s1	1.11
N#CC1=C(SCC(=O)c2cc3ccccc3oc2=O)NC(=O)C(C#N)C12CCCC2 (stereo not given)	-3.3
Cn1c(=O)c2cn(-c3ccc4c(c3)OCCO4)cc2n(C)c1=O	0.0726
CCn1c(CC(=O)Nc2ccccc2F)nnc1SCC(=O)N1CCN(c2ccccc2)CC1	1.01

(listing goes on)
SMILES	Cav3 T inh
O=C(Oc1ccc(OC(=O)c2ccco2)c(S(=O)(=O)c2ccc(Br)cc2)c1)c1ccco1	-1.75
Brc1ccc(NC2=Nc3ccccc3CC2)cc1	-3.31
Cc1nc(C)c(C(=O)NCc2ccccc2Cl)o1	0.675
Cc1nnc2sc(-c3ccc(NC(=O)c4ccc(-c5ccc(Cl)cc5Cl)o4)cc3)nn12	0.794
CCOc1ccccc1N1CCN(C(=O)C(Sc2ccccc2)c2ccccc2)CC1 (stereo not given)	-1.81
CCOC(=O)C1CSc2[nH]c(=O)sc2C1c1ccccc1 (stereo not given)	-0.0368
COc1ccc(C2CC(=O)Nc3cc(C)c(C)cc32)c(OC)c1OC (stereo not given)	-0.713
Nc1sccc1C(=O)c1ccc(Cl)cc1	-0.893
Cc1ccc(NC(=O)c2ccc(CSc3nnnn3C)cc2)cc1	0.61
COC(=O)c1cc(Br)c(=O)n(Cc2cccnc2)c1	0.00814
Cc1ccc(N(CC(=O)Nc2ccccc2C(=O)NCc2ccco2)S(=O)(=O)c2ccccc2)cc1C	-6.04*
COc1cc(NC(=O)CN2C(=O)C(c3ccccc3)=NC2(C)C)cc(OC)c1	0.633
O=C(c1ccsc1)N1CCN(C(=O)c2cccs2)CC1	0.357
Cn1c(NC(=O)c2ccco2)c(-c2ccc(Cl)cc2)c(=O)c2ccccc21	0.649
COc1ccccc1NC(=O)c1ccc(CN2CCOCC2)cc1	0.0356
CCOC(=O)c1ccc(NC(=O)Nc2ccc3c(c2)OCCO3)cc1	-0.0401
CN(C)C(CNS(=O)(=O)c1ccc(F)cc1)c1cccnc1 (stereo not given)	0.209
O=S(=O)(c1ccc(F)cc1)N1CCN(Cc2ccccc2C(F)(F)F)CC1	-2.36
Cn1c(=O)oc2cc(S(=O)(=O)N3CCCC(C(=O)NC4CCCc5ccccc54)C3)ccc21 (stereo not given)	0.811
CCn1cc(C(=O)N2CC(C)CC(C)C2)c(=O)c2cc(S(=O)(=O)N3CCOCC3)ccc21 (stereo not given)	0.577
CC(C)CC(C(=O)Nc1oc(-c2ccccc2)c(-c2ccccc2)c1C#N)N1C(=O)c2ccccc2C1=O (stereo not given)	-3.37
Cn1nnc2c(NCc3ccco3)nccc21	-0.0527
CCN(CCO)C1CC(=O)N(c2ccccc2C)C1=O (stereo not given)	-0.315
CN(C)S(=O)(=O)c1cccc(-c2nnc(SCc3ccc4c(c3)OCCO4)o2)c1	0.12
CCOc1ccc(N(CC(=O)NCC2CCCO2)S(=O)(=O)c2ccc(SC)cc2)cc1 (stereo not given)	0.0748

Arranged by number of heavy atoms (rising): some entries from above
SMILES	Cav3 T inh
CCN(CCO)C1CC(=O)N(c2ccccc2C)C1=O (stereo not given)	-0.315
O=C(Cc1csc(Nc2nc(=S)[nH]c3ccccc23)n1)NCc1ccc(Cl)cc1	-0.397
CCn1nc(C)c(/C=N/NC(=O)c2ccc3c(c2)c(C)c(C)n3Cc2ccccc2)c1C	-6.15*

Next section.
SMILES	Cav3 T inh
CCn1c(SCc2nc3ccccc3s2)nnc1-c1ccccc1	-0.287
Cc1ccc(N2CC(C(=O)N3CCc4ccccc43)CC2=O)cc1 (stereo not given)	-0.926
c1ccn2c(Cc3nnc4ccccn34)nnc2c1	1.47
O=C(C1CCCN(S(=O)(=O)c2ccccc2)C1)N1CCN(c2ncccn2)CC1 (stereo not given)	0.0375
O=C(/C=C/c1ccco1)NC(=S)NNC(=O)c1ccco1	-2.62
O=C1CSC(c2ccccn2)N1c1cccc(Cl)c1 (stereo not given)	-0.399
O=C(c1ccccn1)N1CCN(c2ccc(C(F)(F)F)cn2)CC1	0.0107
COc1cccc(-n2nnc3c(=O)n(CC(=O)NC4CCCC4)cnc32)c1	0.426
Cc1ccccc1NC(=O)CCN1CCN(C/C=C/c2ccccc2)CC1	2.63
CSc1nc2ccccc2n1C(=O)NC1CCCCC1	-0.19
Cc1nn(Cc2ccc(Cl)cc2)c2sc(C(=O)OCC(N)=O)cc12	-0.0176
Cc1ccc(-c2nc3ncccn3c2NC2CCCC2)o1	0.233
Cc1cccc(C)c1NC(=O)CSc1nc2ccccc2c(=O)[nH]1	-0.00647
Cc1c(Cl)cccc1NC(=O)CSc1ncnc2c1cnn2CCc1ccccc1	-0.723
COC(=O)c1ccc(NS(=O)(=O)c2ccc(OC)cc2)cc1	-0.783
CC(=O)c1ccc(NC(=O)C2CCCNC2=O)cc1 (stereo not given)	-0.0258
COc1cccc(-c2nc3n(n2)C(c2ccccc2Cl)C(C(N)=O)=C(C)N3)c1 (stereo not given)	0.0463
CC1Cc2ccccc2N1C(=O)CSC1=NCCS1 (stereo not given)	-2.04
CC(C)(C)n1nnnc1C(c1cccs1)N1CCCC2(CCCCC2)C1 (stereo not given)	-3.91
O=S1(=O)[C@H]2C[C@@H]3C=C[C@]2(CN1Cc1ccc(C(F)(F)F)cc1)O3	0.943
COc1nnc(-c2ccc(N3CCCCC3)c(N)c2)c2ccccc12	-6.89*
CCCCn1c(-c2ccsc2)nc2c1c(=O)[nH]c(=O)n2CCC	-1
CCc1ccc2[nH]c(=O)c(CN(Cc3ccc(OC)cc3)Cc3nnnn3CCOC)cc2c1	-3.44
CC(C)Oc1ccc(NC(=O)C2CCCNC2=O)cc1 (stereo not given)	-0.261
CNc1cc(N2CCCCCC2)ccc1[N+](=O)[O-]	-1.17
CC(C)c1nnc(NC(=O)CCN2C(=O)c3ccccc3C2=O)s1	-0.0702
COc1ccccc1N1CCN(c2cc(N3CCCC3)nc(C)n2)CC1	-0.181

In the list so far, these contain an NH in an aromatic ring:
SMILES	Cav3 T inh
Cc1[nH]c2ccccc2c1C(=O)CN1CCC(C(N)=O)(N2CCCCC2)CC1	1.11
O=C(Cc1csc(Nc2nc(=S)[nH]c3ccccc23)n1)NCc1ccc(Cl)cc1	-0.397
CCOc1ccc(Nc2nc3c(c(=O)[nH]2)CCC3)cc1	-0.541
O=c1cc(-c2ccccc2)[nH]n1-c1nc2ccccc2[nH]1	-5.64*
Cc1ccc(C)c(NC(=S)NCc2ccc3[nH]c4c(c3c2)CCCC4)c1	-2.15
O=C(NCc1nc2ccccc2[nH]1)C1=C[C@H](C2CCCCC2)C[C@H](OCc2ccc(CO)cc2)O1	-0.975
COc1c(F)cc2[nH]c3c(c2c1F)CCNC3=O	0.195
CC(C)(C)OC(=O)[C@H](Cc1ccccc1)NC(=O)c1[nH]cnc1C(=O)Nc1cccc(Cl)c1	-0.103
CC(C)C[C@H](NC(=O)c1[nH]cnc1C(=O)Nc1ccc(CNC(=O)OC(C)(C)C)cc1)C(=O)OC(C)(C)C	-0.45
O=C(CSc1n[nH]c(-c2cccnc2)n1)Nc1ccccc1	1.11
COc1ccc(NC(=O)COC(=O)CCCc2c[nH]c3ccccc23)cc1	-0.00144
CCOC(=O)C1CSc2[nH]c(=O)sc2C1c1ccccc1 (stereo not given)	-0.0368
Cc1cccc(C)c1NC(=O)CSc1nc2ccccc2c(=O)[nH]1	-0.00647
CCCCn1c(-c2ccsc2)nc2c1c(=O)[nH]c(=O)n2CCC	-1
CCc1ccc2[nH]c(=O)c(CN(Cc3ccc(OC)cc3)Cc3nnnn3CCOC)cc2c1	-3.44
